# S3 lipid droplet – qHTS Assay for Lipid Storage Modulators in Drosophila S3 Cells; lipid storage change, negative = inhibition, % at the top dose, mostly 46.1 µM; hits show Potency in µM; hit rate 0.64% among 320,000; AID 2685; Drosophila S3 cells, BODIPY lipid droplet fluorescence, 18-24 h; cells fed with added oleic acid; active means well fitted inhibition curve with a large enough effect in the signal ratio, with a control signal flat, not every such curve was filed as active; inconclusive means small, poorly fitted or top-dose-only effect, or effect the other way, or a change in a side signal; the % refers to the signal ratio
#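 Laser-scanning cytometry quantifies lipid droplet accumulation (500–530 nm total intensity; droplet/cell object ratio) in oleic acid-fed (400 uM added) Drosophila S3 cells treated with a concentration series. 20 uM Triacsin C defined 100% inhibition.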
# S3 lipid droplet cell count max – recorded beside S3 lipid droplet, whose call it bears; cell number change, %; measured here: cell count max response;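 cells counted by Cell Tracker Red CMTPX staining in the red channel; peak over a dose series mostly up to 46.1 µM; percent activity relative to internal control wells on each plate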
# * marks the source's active call; other numbers are inactive results; i = inactive; ? = inconclusive; / = no result given; [ ] = another dose, or the depositor's remark. On the % scale 0 is the no-effect control and ±100 the full control effect; potency means the concentration at half of the fitted maximal effect. An excerpt. The share of hits here may be higher or lower than overall.
S3 lipid droplet | S3 lipid droplet cell count max | Molecule
? | / | CCCN(CC(=O)Nc1ccccc1C)C(=O)c1cc(C)oc1C
? | / | Cc1[nH]n(-c2ccccc2)c(=O)c1/C=N/N1C(=O)c2cccc3cccc(c23)C1=O
? | / | O=C(Nc1ccccc1[N+](=O)[O-])C1C(c2ccccc2)=C1c1ccccc1
? | / | CCCCN(C)S(=O)(=O)c1ccc(C(=O)N=c2sc3cc(NC(C)=O)ccc3n2C)cc1
21µM* | 24* | CCOc1ccc(NC(=O)C2CCCN(S(=O)(=O)c3ccc4[nH]c(=O)ccc4c3)C2)cc1 (centres undefined)
-1% | 1 | Cc1cc(-c2nn(-c3ccccc3)cc2/C=C2\SC(N)=NC2=O)ccc1OC(C)C
? | / | NC(CC(=O)NC(c1ccccc1)(c1ccccc1)c1ccccc1)C(=O)O (centres undefined)
? | / | C=CCn1c(CSCc2ccccc2)nnc1SCC(=O)NCc1ccccc1
? | / | N=c1c(S(=O)(=O)c2ccccc2)cc2c(=O)n3ccccc3nc2n1Cc1ccco1
i | / | COc1ccc(C(=O)N/N=C/c2cc3ccccc3[nH]c2=O)cc1
20% | / | Cc1cccnc1NC(=O)Cn1nc(-c2ccccc2)oc1=S
7% | 10 | C/C(CC(=O)NCc1ccco1)=N\NC(=O)COc1ccc(C)cc1
13% | -1 | CCCCN(C(=O)CNC(=O)c1cccs1)C(C(=O)NC1CCCCC1)c1cccnc1 (centres undefined)
? | / | O=C(C(c1ccccc1)c1ccccc1)N1CCN(Cc2ccccn2)CC1
? | / | Cc1ccc(CNC(=O)C(CCC(N)=O)NC(=O)OCc2ccccc2)cc1 (centres undefined)
-1% | -3 | COc1ccccc1N1CCN(c2cc(=O)n(Cc3ccc(F)cc3)c(=O)[nH]2)CC1
? | / | Cc1ccc(Cn2nnc3c(=O)[nH]c(C4CCN(S(=O)(=O)c5ccc(S(=O)(=O)NC6CC6)cc5)CC4)nc32)cc1
-5% | 2 | Cc1cc(C)n2c(SCC(=O)Nc3ccc(Cl)cn3)nnc2n1
i | 14 | CCn1nc(C)c(Oc2ccccc2O)c1C
22% | / | Nc1nc(SCC(=O)Nc2ccccc2Oc2ccccc2)n[nH]1
i | 10 | Cc1ccc2c(c1)cc(C(=O)N1CCN(c3ccccn3)CC1)n2C
? | / | Cc1ccc(C)c(S(=O)(=O)N2CCCOC2CNC(=O)C(=O)NCCc2ccco2)c1 (centres undefined)
12% | 0 | O=S(=O)(Nc1cccc(-c2nnco2)c1)c1ccc(Cl)cc1
-4% | -9 | Cc1c(C(=O)NC(C)c2ccccc2)c(-c2ccccc2)nn1-c1ccccc1 (centres undefined)
? | / | CCN(c1ccccc1)S(=O)(=O)c1cccc(C(=O)NCc2ccccn2)c1
? | / | O=[N+]([O-])c1ccc(N/N=C2/CCCCC2c2ccccn2)c([N+](=O)[O-])c1 (centres undefined)
? | / | CCOc1ccc(OCC)c(NC(=O)C2CCCN(S(=O)(=O)c3c(C)noc3C)C2)c1 (centres undefined)
13% | -7 | O=C(O)COc1ccccc1/C=C1\SC(=Nc2ccc(F)cc2)N(c2ccc(F)cc2)C1=O
i | -12 | O=C(C1CCC1)N1CCc2cc(S(=O)(=O)N3CCN(c4ccccn4)CC3)ccc21
? | / | CCOC(=O)c1cnc(-c2ccccc2)nc1-c1ccccc1

# An excerpt of these results, field by field:
O=[N+]([O-])c1ccc(N/N=C2/CCCCC2c2ccccn2)c([N+](=O)[O-])c1 (centres undefined)
  S3 lipid droplet = ? | S3 lipid droplet cell count max = /

CCOc1ccc(OCC)c(NC(=O)C2CCCN(S(=O)(=O)c3c(C)noc3C)C2)c1 (centres undefined)
  S3 lipid droplet = ? | S3 lipid droplet cell count max = /

O=C(O)COc1ccccc1/C=C1\SC(=Nc2ccc(F)cc2)N(c2ccc(F)cc2)C1=O
  S3 lipid droplet = 13% | S3 lipid droplet cell count max = -7

O=C(C1CCC1)N1CCc2cc(S(=O)(=O)N3CCN(c4ccccn4)CC3)ccc21
  S3 lipid droplet = i | S3 lipid droplet cell count max = -12

# Following part.
S3 lipid droplet | S3 lipid droplet cell count max | Molecule
? | / | N#Cc1cc(-c2ccccc2)cnc1Sc1ccc(Cl)cc1
? | / | O=C(NCCc1ccccc1)c1ccccc1NC(=O)C1CC=CCC1C(=O)O (centres undefined)
7% | 13 | Nc1cc(C(=O)OCC(=O)NCCCc2ccccc2)ccc1Cl
14% | -2 | COC(=O)c1ccc(COC(=O)c2ccccc2OC)cc1
? | / | COc1ccc2[nH]c(=O)c(CN(Cc3ccco3)C(=O)c3ccccc3)cc2c1
? | / | COc1ccc(Cc2nc3ccc(C(=O)NCC(C)(C)OC)cc3o2)cc1
i | 5 | CN(CC(=O)Nc1ccccc1C(F)(F)F)C(=O)COc1ccccc1Cc1ccccc1
? | / | O=C(NCC(=O)N1CCCCCCC1)c1ccc(Br)o1
? | / | COc1ccc(N(C(=O)c2snc(C(N)=O)c2N)C(C(=O)NC2CCCCC2)c2ccc(C)o2)c(OC)c1 (centres undefined)
4% | 13 | CC(=O)c1cn(CCCCCCCn2cc(C(C)=O)c(=O)[nH]c2=O)c(=O)[nH]c1=O
? | / | CCOC(=O)c1ccc(S(=O)(=O)N2CCC(N3CCCCC3)CC2)cc1
21% | 9 | COc1nc(N(C)C)nc(N(C#N)S(=O)(=O)c2ccc(C)cc2)n1
? | / | COc1ccc(-c2cc(C(=O)n3cnc4ccccc43)c3ccccc3n2)cc1
0% | 4 | Cc1cnc(C(=O)OCC(=O)Nc2cccc(S(=O)(=O)N3CCCCC3)c2)cn1
-12% | -16 | CCOC(=O)N1CCC(Nc2ccc(N3C(=O)C4CCCCC4C3=O)cc2[N+](=O)[O-])CC1 (centres undefined)
? | / | Cc1[nH]c(C)c(S(=O)(=O)N2CCN(c3cccc(Cl)c3)CC2)c1C(=O)N1CCCC1
? | / | CCOC(=O)c1c(C)[nH]c(C(=O)C(C)OC(=O)c2cnc(C)cn2)c1C (centres undefined)
? | / | CN(/N=C/c1ccc(O)cc1O)c1ncc(C(F)(F)F)cc1Cl
? | / | COc1ccccc1/C=C/C=N/N1CCN(Cc2ccc(Cl)cc2)CC1
9% | 7 | CCn1c(SCC(=O)N2CCN(c3ccccc3)CC2)nnc1-c1ccncc1
? | / | Cc1ccc(C(=O)Nc2nccc(C)n2)cc1
? | / | O=C(c1ccccc1NS(=O)(=O)c1cccc([N+](=O)[O-])c1)N1CCOCC1
i | / | O=[N+]([O-])c1ccc(C(O)CSC(=S)N2CCCCC2)cc1 (centres undefined)
14% | / | CN1CCN(c2ccccc2NC(=O)COc2ccc(C3CCCCC3)cc2)CC1
-2% | -13 | [O-]/[N+](=C\c1cccc(Br)c1)c1ccccc1
i | -16 | Cc1ccc(/C(O)=C2\C(=O)C(=O)N(C)C2c2cccc([N+](=O)[O-])c2)cc1 (centres undefined)
? | / | CCOC(=O)c1sc(NC(=O)Cc2ccc(F)cc2)nc1C
10% | 2 | Cc1ccc(N2CN(CCc3ccccc3)CNC2=S)cc1
-5% | -1 | O=C(N/N=C/c1cccs1)C(O)c1ccccc1 (centres undefined)
-5% | 0 | Cc1ccc(C(=O)COC(=O)c2cnccn2)cc1
-4% | 1 | CCOC(=O)c1cnc2ccc(Cl)cc2c1NCCN(C)C
8% | -8 | CCCCNC(=O)C(c1ccc(OCC(=O)OC)c(C(=O)OC)c1)N(CCc1ccccc1)C(=O)CCCCCN1C(=O)NC(c2ccc(-c3ccccc3)cc2)C(C(=O)OCc2ccccc2)=C1C (centres undefined)
? | / | Cc1ccc(NC(=O)[C@@H](CC(C)C)NC(=O)[C@@H]2Cc3ccccc3CN2)cc1
? | / | O=C(Nc1ccc(Cl)cc1)C(c1ccccc1)N(CCO)CCO (centres undefined)
-25% | -6 | CC(=O)N1CCOc2ccc(S(=O)(=O)N3CCCCC3)cc21
15% | -6 | CCC(C)C(NC(=O)OC(C)(C)C)C(=O)NC(C(=O)N1CCCC1C(N)=O)C(C)CC (centres undefined)
-7% | 3 | CCOC(=O)c1c(C)nc2c(c1-c1ccccc1)C(=O)CC(C)(C)C2
? | / | O=C(COc1ccc([N+](=O)[O-])cc1)Nc1nnc(-c2cccnc2)s1
? | / | CCOC(=O)c1cnc(SCC(=O)Nc2cc(C(F)(F)F)ccc2N2CCOCC2)nc1N
i | 7 | COc1ccc2oc(C(=O)OCC(=O)N3CCN(c4ccccc4)CC3)c(C)c2c1
0% | 2 | COC(=O)c1ccc(Cl)c(NC(=O)CN2CCN(Cc3ccccc3)CC2)c1
? | / | COc1ccccc1NS(=O)(=O)c1cccc(C(=O)N/N=C/c2ccc(N3CCOCC3)cc2)c1
? | / | Cc1c(NC(=S)NC(=O)C2CCCCC2)c(=O)n(-c2ccccc2)n1C
? | / | Cc1cc(C)c2sc(NC(=O)c3ccc([N+](=O)[O-])o3)nc2c1
-18% | -2 | CC(C)(C)c1ccc(C(=O)c2c[nH]c(C(=O)NCCCn3ccnc3)c2)cc1
6% | 6 | Cc1cc(-c2nnc(CCC(=O)NC(C)c3ccccc3Cl)o2)no1 (centres undefined)
? | / | N#CC1=C(N)Oc2n[nH]c(CSc3ccccc3)c2C12C(=O)Nc1ccccc12 (centres undefined)
1% | -10 | COc1ccccc1CNC(=O)CCN1C(=O)COc2ccccc21
22% | 9 | Cc1nn(C)cc1C(=O)/C=C/c1ccc([N+](=O)[O-])cc1
? | / | COc1ccc(-c2ccc3c(c2)S(=O)(=O)c2cccc(C(=O)NC4CCCCC4)c2C3=O)cc1OC
? | / | NC(=O)c1c(NC(=O)c2ccccc2C(=O)O)sc2c1CCCC2
? | / | CCn1cc(C(=O)NC2CC3CCC2C3)c(=O)c2ccc(C)nc21 (centres undefined)
i | -24 | Oc1ccc(Br)cc1/C=N/Nc1ncc(-c2ccccc2)cn1
-12% | 21 | Cc1[nH]nc(Nc2ccc(O)cc2)c1[N+](=O)[O-]
0% | 0 | COc1ccc(-c2nnc(-c3cc4ccccc4oc3=O)o2)cc1
11% | / | N#C/C(=C/c1ccc2c(c1)OCO2)C(=O)NCCc1c[nH]c2ccccc12
i | / | O=C(O)CCCCCNc1nc(=S)[nH]c2ccccc12
? | / | Cc1cc2c(=O)n(CC(=O)N3CCN(c4ccccc4)CC3)cnc2s1
17% | 6 | O=C(O)c1ccccc1C(=O)c1ccc(-c2ccccc2)cc1
? | / | O=C(c1cccc([N+](=O)[O-])c1)N1CCN(S(=O)(=O)N2CCCCC2)CC1

# More records:
S3 lipid droplet | S3 lipid droplet cell count max | Molecule
12%[9.22 µM] | 15 | CCOC(=O)N1CCC(N2CC34C=CC(O3)C(C(=O)Nc3ccc(C)cc3)C4C2=O)CC1 (centres undefined)
? | / | COc1ccc(OC)c(NC(=O)CC2Oc3ccccc3NC2=O)c1 (centres undefined)
? | / | O=C(Nc1nnc(SCC(=O)N2CCCCC2)s1)c1ccc(F)cc1F
-1% | 12 | NNC(=S)Nc1cc(S(=O)(=O)N2CCOCC2)ccc1N1CCOCC1
13% | -1 | CCc1cc(Cn2nc(-c3ccccc3C)cc2C(=O)O)on1
? | / | O=C(Nc1ccc(F)cc1)N1CCN(c2ncccn2)CC1
12% | -9 | COc1ccccc1NC(=O)c1cccs1
? | / | COc1ccc(NS(=O)(=O)c2ccc(N3CCCC3)c(NC(=S)Nc3cccc(C)c3C)c2)cc1
-2% | -8 | O=c1c(C(c2ccccc2)c2c(O)nc3n(c2=O)CCS3)c(O)nc2n1CCS2
5% | 3 | CC(C)(C)C(=O)NCCN1CCN(C(=O)C(C)(C)C)CC1
? | / | CC(C)n1c(NCc2cc(Cl)ccc2O)nc2ccccc21
10% | 0 | C/C(=N/NC(=O)CNC(=O)CCc1ccccc1)c1ccc(Cl)c(Cl)c1
13% | 3 | Cc1cc(OCC(=O)Nc2ccc3c(c2)OCCO3)ccc1Cl
? | / | Cc1ccc(-n2c(SCC(=O)N3CCOCC3)nnc2-c2ccncc2)cc1
? | / | O=S(=O)(c1ccc2c(c1)CCCC2)N1CCNCC1

# A section taken from the entries so far, for reference:
S3 lipid droplet | S3 lipid droplet cell count max | Molecule
? | / | O=C(Nc1ccc(F)cc1)N1CCN(c2ncccn2)CC1
12% | -9 | COc1ccccc1NC(=O)c1cccs1
? | / | COc1ccc(NS(=O)(=O)c2ccc(N3CCCC3)c(NC(=S)Nc3cccc(C)c3C)c2)cc1
-2% | -8 | O=c1c(C(c2ccccc2)c2c(O)nc3n(c2=O)CCS3)c(O)nc2n1CCS2
5% | 3 | CC(C)(C)C(=O)NCCN1CCN(C(=O)C(C)(C)C)CC1
? | / | CC(C)n1c(NCc2cc(Cl)ccc2O)nc2ccccc21
10% | 0 | C/C(=N/NC(=O)CNC(=O)CCc1ccccc1)c1ccc(Cl)c(Cl)c1

# Next section.
S3 lipid droplet | S3 lipid droplet cell count max | Molecule
-6% | -21 | CNS(=O)(=O)c1ccc(Cl)nc1
? | / | COC(=O)C1=C(CN2CCSCC2)NC(=O)NC1c1cc(C)ccc1C (centres undefined)
-13% | / | C=CCn1c(=O)c(CCC(=O)Nc2ccc(N3CCOCC3)cc2)nc2cc(C(F)(F)F)ccc21
? | / | COC(=O)C1C(=O)C2=C(CC1C)NC(C)=C(C(=O)OCCOc1ccccc1)C2c1ccc(C)o1 (centres undefined)
-1% | / | COc1ccc(C(=O)NCC(=O)N=Nc2c(O)n(C)c3ccccc23)cc1OC
-4% | -13 | O=C1CCC(c2ccccc2)(C2CCN(Cc3ccccc3)CC2)C(=O)N1 (centres undefined)

# Assay outcomes as filed in PubChem.
